High-throughput results as filed in PubChem.
HCV inh – inhibitors of hepatitis C virus infection. Huh7.5.1 HCVcc-Cre infection, luciferase reporter, 44 h. Potency, µM (highest dose often 41.8 µM), without a hit: at the top dose activity change, negative = inhibition, hits mostly inhibitors. hit rate 3.4% among 340,000; note: potency is the fitted concentration of half-maximal effect
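Infectious HCVcc-Cre (~0.5 moi) was added to cells just after compound, with cells seeded 4 h earlier at 1,000 per well. Luciferase activity after 44 h culture reported infection; substrate was incubated 15 min at room temperature before reading.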
Sm TGR block – blocks Schistosoma mansoni thioredoxin glutathione reductase. Q962Y6. purified TGR, DTNB reduction, TNB absorbance 405 nm. Potency, µM (doses to about 114 µM), inactives show at the highest dose activity change, negative = inhibition, usual class: inhibitors. hit rate 3% among 360,000; note: potency is the fitted concentration of half-maximal effect; nearly all actives have a fitted effect of over 60% in size
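Kinetic colorimetric format: TGR-catalysed, NADPH-driven DTNB reduction monitored via TNB absorbance. Enzyme dispensed at 20 nM; compound exposure 15 min at room temperature before reaction start.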
AMA1 RON2 block – inhibitors of Plasmodium falciparum AMA1-RON2 interaction; AID 720542; Potency, µM (top dose mostly 58.2 µM), for the others: top-dose activity change, negative = inhibition, most hits filed as inhibitors; hit rate 0.2% among 360,000; AlphaScreen AMA1-biotinylated RON2 peptide binding;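 note: potency is the fitted concentration of half-maximal effect; 0% = vehicle wells and -100% = peptide control; nearly all actives have a fitted effect of over 45% in size; some results filed as inactive show a strong effect at the top dose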
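AMA1 (3D7) with his tag at 25 nM final met compounds first, then biotinylated RON2 peptide at 25 nM; detection used donor plus acceptor beads, 10 µg/mL apiece, read by AlphaScreen after 30 min at room temperature.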
HCMV antiviral – inhibitors of human cytomegalovirus. activity change, negative = inhibition, % at 57.5 µM. HFF cells, HCMV-luciferase reporter, 72 h; stronger effect = lower value. hit rate 4.5% among 410,000; in the data active = activity change below about -60%; inconclusive = no clear call, values can overlap the other calls; inactive = above about -39%
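Steps: HFFs plated, 16 h 37C; compounds added; HCMV-luciferase added to MOI 1 PFU/cell; 72 h 37C; OneGlo reagent, 5 min room temperature; luminescence read, normalized to controls.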
Giardia FBPA inh – blocks Giardia fructose-bisphosphate aldolase activity; A8B2U2; purified Giardia FBPA; Potency, µM (highest dose often 59.6 µM), inactives show top-dose activity, negative = inhibition, most hits filed as inhibitors; hit rate 0.71% among 290,000; note: potency is the fitted concentration of half-maximal effect; nearly all actives have a fitted effect of over 55% in size
Target sequence (A8B2U2 whole entry, looked up): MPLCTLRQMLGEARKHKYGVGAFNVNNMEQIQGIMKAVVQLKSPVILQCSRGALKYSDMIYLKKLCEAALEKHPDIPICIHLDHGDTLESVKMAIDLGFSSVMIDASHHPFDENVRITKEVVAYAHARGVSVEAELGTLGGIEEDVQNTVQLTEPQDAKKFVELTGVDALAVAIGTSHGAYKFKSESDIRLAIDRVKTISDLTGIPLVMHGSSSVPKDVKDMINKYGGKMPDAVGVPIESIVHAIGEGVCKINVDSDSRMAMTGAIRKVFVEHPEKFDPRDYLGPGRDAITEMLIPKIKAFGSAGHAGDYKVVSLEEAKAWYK
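Giardia FBPA (40 nM reagent) was preincubated 10 min at RT with compound (up to 57.5 uM final), then substrate plus GAPDH/TPI/NAD/arsenate coupling system with diaphorase/resazurin was added; resorufin fluorescence (525/598 nm) was read after 20 min.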
AmpC detergent – inhibitors of E. coli AmpC beta-lactamase with detergent. Potency, µM (titrated, usually from 114 µM), inactives show at the top dose activity change, negative = inhibition, actives largely listed as inhibitors. hit rate 0.041% among 370,000. AmpC hydrolysis of nitrocefin, absorbance 480 nm, 0.01% Triton;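 note: potency is the fitted concentration of half-maximal effect; 0% = no-compound wells and -100% = no-enzyme wells; nearly all actives have a fitted effect of over 25% in size; some results filed as inactive show a strong effect at the top dose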
Target sequence (P00811 whole entry, looked up): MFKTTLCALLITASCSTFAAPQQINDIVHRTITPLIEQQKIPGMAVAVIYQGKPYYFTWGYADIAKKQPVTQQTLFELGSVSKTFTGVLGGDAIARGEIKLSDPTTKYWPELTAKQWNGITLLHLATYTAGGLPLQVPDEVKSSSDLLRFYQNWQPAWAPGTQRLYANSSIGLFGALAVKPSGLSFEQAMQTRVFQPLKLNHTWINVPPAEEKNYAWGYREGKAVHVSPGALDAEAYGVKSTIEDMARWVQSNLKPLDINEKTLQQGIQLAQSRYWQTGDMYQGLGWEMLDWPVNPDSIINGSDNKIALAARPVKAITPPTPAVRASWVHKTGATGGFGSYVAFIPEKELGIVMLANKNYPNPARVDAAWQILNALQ
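AmpC (5.3 nM in the dispensed reagent) in 20 mM phosphate pH 7.0 with 0.01% (detergent screen) or 0.0001% Triton X-100 was preincubated with compounds for 15 min at room temperature. Nitrocefin was then added from an 800 uM solution, and hydrolysis was followed at 480 nm.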
The depositor's hits bear a star; ? = inconclusive; / = not tested or not shown; & = joins results of further samples; [ ] = remark or other dose. Unless noted, calls come from the whole dose curve; as a rule, active = well fitted curve in the direction sought with a large enough effect; inconclusive = small, poorly fitted or top-dose-only effect, or another doubt; inactive = no such curve, though single readings can be large; an effect the other way counts as inactive or inconclusive. Unless noted, % is set by controls: 0 for no effect and ±100 for the full control effect.

No. | structure | HCV inh | Sm TGR block | AMA1 RON2 block
1 | CCOC(=O)Cc1csc(NC(=O)C(NC(=O)C2CCCCC2)C(C)C)n1 (configuration not stated) | -19% | -1% | 7%
2 | Fc1ccc(N2CCN(c3ncnc4c3nc3n4CCCC3)CC2)cc1 | / | ? | /
3 | COC(=O)c1ccccc1NC(=O)Cn1ncc2c(C)n(Cc3ccc(F)cc3)c(C)c2c1=O | / | 11% | /
4 | N#Cc1cc2c(nc1SCC(O)CS(=O)(=O)Cc1ccc(Cl)cc1)CCCC2 (configuration not stated) | ? | 6% | -6%
5 | COc1ccc(C(=O)Oc2ccc(-c3nnco3)cc2)cc1S(=O)(=O)N1CCOCC1 | -30% | 6% | -1%
6 | CC(/C=N/N1CCN(c2ccccc2)CC1)=C\c1ccccc1 | 17% | 7% | -8%
7 | COC(=O)c1c(NC(=O)c2ccc(S(=O)(=O)N3CCCCC3C)cc2)sc2c1CCN(C(C)C)C2 (configuration not stated) | / | -3% | /
8 | CNC(=O)NC(=O)CSc1ccc(S(=O)(=O)N(C)C2CCCCC2)cn1 | -2% | -10% | 4%
9 | COc1ccc(NC(=O)N/C=C/c2ccc(Cl)cc2)cc1 | -21% | -8% | 3%
10 | O=C(c1ccc2c(c1)OCO2)C1CCCN(Cc2ccccn2)C1 (configuration not stated) | -1% | 13% | 47%[activator]
11 | CCOc1ccc(C(=O)c2cc3ccc(O)cc3oc2=O)cc1 | 13% | 0% | -4%
12 | COc1ccc(NC(=O)CN(C)CC(=O)Nc2cccc3ccccc23)c(OC)c1 | -11% | -1% | 28%
13 | CCOC(=O)c1c(-c2ccccc2)csc1NC(=O)c1cc(-c2ccc(C)c(F)c2)on1 | / | 2% | /
14 | Fc1ccc(N2CCN(Cc3cc4c(cc3Br)OCO4)CC2)cc1 | -8% | 8% | ?
15 | C/C(=N\NC(=O)C1CC1)c1cccs1 | 38%[activator] | -1% | 4%

No. | HCMV antiviral | Giardia FBPA inh | AmpC detergent
1 | -25 | 7% | ?
2 | -27 | / | 2%
3 | -9 | / | 6%
4 | -64* | 4% | -3%
5 | -84* | / | ?
6 | 56 | -1% | 4%
7 | -21 | / | 3%
8 | -14 | / | 0%
9 | -23 | 1% | 2%
10 | -9 | 0% | 7%
11 | 19 | 26% | 2%
12 | -16 | / | 0%
13 | 1 | / | 9%
14 | -13 | 10% | 0%
15 | 68 | 5% | 0%

The list goes on.
No. | structure | HCV inh | Sm TGR block | AMA1 RON2 block
16 | CCCSc1ncc(Cl)c(C(=O)Nc2ccc(S(=O)(=O)Nc3ncccn3)cc2)n1 | 15% | 0%&1% | -17%
17 | COc1nc2c(C)cccc2cc1-c1noc(-c2ccncc2)n1 | / | -5% | /
18 | CCC1(c2ccc(Cl)cc2)NC(=S)N(c2ccc(C)cc2)N1 (configuration not stated) | 14% | -19% | 33%[activator]
19 | NC(=O)c1sc2nccc(Nc3ccccc3)c2c1N | ? | -7% | -1%
20 | O=C1NC[C@@H](c2ccccc2)OC(=O)[C@H](Cc2ccc(F)cc2)C/C=C\C[C@@H]1CC(=O)N(CCO)Cc1ccccc1 | ? | / | 8%
21 | CCOC(=O)c1ccc(NC(=O)c2c(N)n(C)c(=O)[nH]c2=O)cc1 | 13% | / | 2%
22 | O=C(c1ccco1)N1CCN(c2ccccc2F)CC1 | 10% | -9% | 8%
23 | O=C(Nc1cccc2cccnc12)c1cccc2c(Br)cccc12 | / | -2% | /
24 | COc1ccc(CC(=O)Nc2cc(S(=O)(=O)Nc3ccc(OC)cc3)ccc2OC)cc1 | 13µM* | / | -8%
25 | O=C(Nc1ccc2c(c1)OCO2)c1ccc(COc2ccc3c(c2)CCC3)o1 | -16% | -3% | -1%
26 | CCCCNCCOCCOc1ccccc1-c1ccccc1 | ? | 3% | -21%
27 | O=C1c2ccccc2NC(c2ccc(F)cc2)N1Cc1ccco1 (configuration not stated) | -12% | -12% | 0%
28 | CC(C)OCCCNC(=O)C1CCN(S(=O)(=O)N2CCCC2)CC1 | 2% | -1% | -4%
29 | COC(CNC(=O)c1ccc2c(c1)nc(C)n2-c1ccc(F)c(F)c1)OC | -10% | -6% | -2%
30 | COc1ccc(C)cc1NC1=NCCCS1 | 9% | 0% | 0%

No. | HCMV antiviral | Giardia FBPA inh | AmpC detergent
16 | 29&-35 | / | -5%&5%
17 | / | 1% | -9%
18 | -17 | 13% | -6%
19 | ? | -16% | -11%
20 | -27 | / | /
21 | 1 | / | /
22 | -22 | 1% | -6%
23 | ? | / | 0%
24 | ? | / | /
25 | 42 | -14% | ?
26 | ? | -15% | -14%
27 | 14 | / | -2%
28 | -20 | 8% | 2%
29 | -11 | 0% | -9%
30 | 27 | 3% | 0%

Overlap with the part before: three entries; new compounds follow.
No. | structure | HCV inh | Sm TGR block | AMA1 RON2 block
28 | CC(C)OCCCNC(=O)C1CCN(S(=O)(=O)N2CCCC2)CC1 | 2% | -1% | -4%
29 | COC(CNC(=O)c1ccc2c(c1)nc(C)n2-c1ccc(F)c(F)c1)OC | -10% | -6% | -2%
30 | COc1ccc(C)cc1NC1=NCCCS1 | 9% | 0% | 0%
31 | O=C1CC(c2ccccc2)CN1C(=O)c1cccnc1 (configuration not stated) | 10% | / | 3%
32 | CCS(=O)(=O)c1ccc2oc(SCC(=O)NC(C)C3CC4CCC3C4)nc2c1 (configuration not stated) | 1% | -2% | -3%
33 | Cc1c(C(=O)N(C)CCn2ccnc2C)oc2c(F)cccc12 | 8% | 10% | 2%
34 | COC(=O)c1c(NC(=O)CSc2nnc(-c3cccnc3)n2Cc2ccco2)sc(C)c1C | -6%&-14% | -21% | -4%
35 | FC(F)(F)c1ccccc1NC(=S)N1CCN(c2ncccn2)CC1 | ? | -2% | 0%
36 | CCOP(=O)(OCC)/C(C#N)=C/c1ccc([N+](=O)[O-])cc1 | 24% | -34% | 1%
37 | Brc1ccc2c(c1)C(c1cccs1)=NNC(c1cccnc1)=N2 | -8% | -1% | -4%
38 | CCc1cc2c(cc3c(=O)n(CC(=O)NC4CCC(C)CC4)nc(CC)n32)s1 (configuration not stated) | / | 8% | /
39 | CCC(C(=O)NCc1cccs1)n1nc(C)n2c(cc3occc32)c1=O (configuration not stated) | -10% | -6% | 6%
40 | COc1ccc(C)cc1S(=O)(=O)N1CCCC(C(=O)N2CCN(c3ccccc3)CC2)C1 (configuration not stated) | ? | 6% | -1%
41 | COc1ccc(-c2ccc3c(N)c(C(=O)Nc4ccc(C(F)(F)F)cc4)sc3n2)cc1OC | / | -1% | /
42 | CC(NS(=O)(=O)c1ccc2[nH]c(=O)c(=O)[nH]c2c1)C(=O)O (configuration not stated) | -2% | -4% | 21%
43 | Nc1ccc(Br)cc1C(NCC(=O)O)c1ccccc1 (configuration not stated) | 9% | 3% | 126%[activator]
44 | O=C(c1ccc(Cl)c(S(=O)(=O)N2CCCCCC2)c1)N1CCN(c2ccccc2O)CC1 | ? | 2% | -2%
45 | Cc1ccc(CNC(=O)C2CCN(c3ncnc4c3nc3n4CCCCC3)CC2)cc1 | / | -1% | /

No. | HCMV antiviral | Giardia FBPA inh | AmpC detergent
28 | -20 | 8% | 2%
29 | -11 | 0% | -9%
30 | 27 | 3% | 0%
31 | 22 | 1% | -12%
32 | -32 | 1% | 3%
33 | ? | -19% | ?
34 | -10 | -1% | -1%
35 | 19 | 5% | -11%
36 | -3 | 4% | 2%
37 | -30 | 0% | -6%
38 | 90 | / | 16%
39 | ? | 22% | 1%
40 | -69* | -5% | 8%
41 | -10 | / | 0%
42 | -92* | -3% | 8%
43 | -39 | 13% | -9%
44 | ? | -8% | 0%
45 | -14 | / | 12%

Individual results from the entries so far:
compound 41 @ Sm TGR block = -1%
compound 33 @ Sm TGR block = 10%
compound 45 @ HCMV antiviral = -14

The results go on.
No. | structure | HCV inh | Sm TGR block | AMA1 RON2 block
46 | CCN=C(NCC)SC1CC(=O)N(c2ccc(F)cc2)C1=O (configuration not stated) | 9% | 15% | 9%
47 | COc1ccc(-c2cc(=O)oc3cc4occ(C)c4cc23)cc1 | 9% | 12% | 32%[activator]
48 | O=C(Cn1nc(-c2ccccc2)ccc1=O)Nc1ccc(N2CCN(C(=O)c3cccs3)CC2)cc1 | -26% | -4% | ?
49 | Cc1ccc(CC2CC(=O)N(c3cc(Cl)ccn3)C2=O)cc1 (configuration not stated) | 13% | 20% | -15%
50 | COc1ccc(-c2nnc(SCC(=O)Nc3cccnc3Cl)n2C)cc1 | 10% | 13% | -11%
51 | COc1cc2c(cc1NC(=O)C(C)Oc1ccccc1)oc1ccccc12 (configuration not stated) | / | 9% | /
52 | CN1CCN(c2nc(C#N)cc(-c3ccccc3)n2)CC1 | 10µM* | -5% | 3%
53 | CCc1cc(C(=O)N2CCCC(Nc3ccc(F)c(F)c3)C2)n(C)n1 (configuration not stated) | / | ? | -19%
54 | Cc1ccc(C)c(N2CCN(C(=O)CCc3nc(-c4ccccc4Cl)no3)CC2)c1 | -12% | / | -12%
55 | C=CCNC(=S)N1CCN(c2ccc([N+](=O)[O-])cc2)CC1 | -27% | -16% | -11%
56 | CCCCC(=O)Nc1ccc(NC(=O)c2ccc([N+](=O)[O-])cc2Cl)cc1OC | ? | 0% | 13%
57 | O=C(NCc1cccs1)c1ccc2c(c1)ncn2C1CCCC1 | -21% | -5% | -4%
58 | Cc1ccccc1NCC(=O)N/N=C/c1c[nH]c2ccccc12 | -3% | 6% | 56%[activator]
59 | O=C(Nc1ccc(F)cc1F)c1cccn(Cc2ccccc2)c1=O | -26% | -6% | -9%
60 | O=C(c1ccc(Cl)cc1)N(Cc1ccccc1F)N1C(=O)CCCC1=O | 11% | / | 4%
61 | Cc1nc2scc(-c3cccs3)c2c(=O)o1 | 1% | -26% | 4%
62 | C[N+](C)(C)CC1CCCc2ccccc2C1=O (configuration not stated) | 11µM* | / | 3%

No. | HCMV antiviral | Giardia FBPA inh | AmpC detergent
46 | -20 | 6% | 3%
47 | -39 | 2% | -15%
48 | 28 | 6% | 8%
49 | -5 | 8% | -2%
50 | -29 | / | -2%
51 | 37 | / | 16%
52 | -23 | 3% | -18%
53 | 11 | -8% | 1%
54 | 7 | / | /
55 | -28 | 1% | -11%
56 | 37 | 8% | ?
57 | ? | -1% | -10%
58 | 10 | -5% | 6%
59 | ? | -1% | -15%
60 | -24 | -2% | 3%
61 | -17 | -3% | 8%
62 | ? | / | /

2 entries picked at random from those above:
No. | structure | HCV inh | Sm TGR block | AMA1 RON2 block
58 | Cc1ccccc1NCC(=O)N/N=C/c1c[nH]c2ccccc12 | -3% | 6% | 56%[activator]
50 | COc1ccc(-c2nnc(SCC(=O)Nc3cccnc3Cl)n2C)cc1 | 10% | 13% | -11%

No. | HCMV antiviral | Giardia FBPA inh | AmpC detergent
58 | 10 | -5% | 6%
50 | -29 | / | -2%

Compounds as they come. Share with any hit: about 9.3%.
